# NOD1 inhibition: NOD1 signaling inhibitors, primary screen, cell-based, luminescence, uHTS (AID 1578) | NOD1-driven NF-kB luciferase reporter cells, luminescence; higher % means a stronger effect | inhibition, % at 4 µM, or EC50 in µM where a hit was titrated | 290,000 tested, 1% active; in the data active means inhibition mostly above about 36%, no sharp cut-off; inactive means mostly below about 34%;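 further: HEK-293T reporter cells stimulated with the NOD1 agonist gamma-tri-DAP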
# KOR beta-arrestin-1: KOR antagonists, beta-arrestin recruitment, cell-based, luminescence, uHTS (AID 1778); inhibition, % at 10 µM; hits with a dose series show IC50 in µM; 290,000 tested, 0.091% active; KOR beta-arrestin recruitment, luminescence, antagonist mode; higher % means a stronger effect; Kappa-type opioid receptor (Homo sapiens); further: strong numbers were not always called active
# Rac1 GTP hydrolysis: MgcRacGAP GTPase-activating activity inhibitors, confirmation, biochemical, ADP Hunter fluorescence; Rac GTPase-activating protein 1 (Homo sapiens); MgcRacGAP-stimulated Rac1 GTP hydrolysis, ADP Hunter fluorescence; higher % means a stronger effect; GST-tagged Rac1 F28L mutant substrate; one-dose inhibition, % at 30 µM; IC50 in µM for titrated hits; 340,000 tested, 0.6% active; AID 624330, 2012;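 active means first-screen hits whose inhibition reached a set limit at any dose in the follow-up dose series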;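 further: fluorescence reports GDP produced by GAP-driven GTP hydrolysis; strong numbers were not always called active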
# HIV fusion peptide: inhibitors of HIV fusion peptide binding, primary screen, biochemical, uHTS, fluorescence dequenching (AID 1986). 290,000 tested, 0.3% active. inhibition, % at 20 µM, or IC50 in µM where a hit was titrated. cell-free peptide binding, fluorescence dequenching, 30 min; higher % means a stronger effect; in the data active means inhibition mostly above about 52%, no sharp cut-off; inactive means mostly below about 76%; further: some results filed as inactive read as strong as hits
# GPR55 LPI antagonism: GPR55 antagonists blocking LPI-driven arrestin recruitment, primary screen, imaging, U2OS, beta-arrestin-GFP, LPI agonist (AID 2013) | G-protein coupled receptor 55 (Homo sapiens) | U2OS GPR55 beta-arrestin-GFP translocation imaging, LPI antagonism; higher % means a stronger effect | one-dose inhibition, % at 10 µM; IC50 in µM for titrated hits | 290,000 tested, 0.13% active;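 active means spots per cell inhibited over 60%, with over 100 cells counted and total cytoplasm intensity under 500,000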;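 further: U2OS cells stably carrying GPR55 and arrestin-GFP stimulated by 5 µM LPI near EC80; imaged beta-arrestin-GFP aggregate spots per cell after agonist stimulation; plate controls were LPI-stimulated DMSO wells for no effect and DMSO wells without LPI for full effect; some results filed as inactive read as strong as hits; confirmed hits need IC50 under 10 µM and bright autofluorescent wells are also inconclusive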
# KOR beta-arrestin-2: KOR agonists, beta-arrestin recruitment, primary screen, cell-based, luminescence, uHTS (AID 1777) | one-dose activation, % at 10 µM; EC50 in µM for titrated hits | 280,000 tested, 0.02% active | KOR beta-arrestin recruitment, luminescence; higher % means a stronger effect | Kappa-type opioid receptor (Homo sapiens); in the data active means activation above about 50%, passing the limit was not always enough; further: a part of the inactive calls stands beside numbers as strong as those of hits
# GPR55 activation: GPR55 agonists via beta-arrestin recruitment, primary screen, imaging, U2OS cells, beta-arrestin-GFP redistribution (AID 1961). U2OS GPR55 beta-arrestin-GFP redistribution imaging; higher % means a stronger effect. activation, % at 10 µM, or EC50 in µM where a hit was titrated. 290,000 tested, 0.048% active;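 active means activation above 40% with more than 50 cells counted in the well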;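 further: U2OS osteosarcoma cells stably expressing GPR55 and beta-arrestin-GFP; plate controls were DMSO negative control for no effect and LPI positive control for full effect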
# NOD2 inhibition: NOD2 signaling inhibitors, cell-based, luminescence, uHTS, HEK293 (AID 1566). HEK293 NOD2/NF-kB luciferase reporter, luminescence; higher % means a stronger effect. inhibition, % at 4 µM; hits with a dose series show EC50 in µM. 290,000 tested, 0.63% active; further: many of its hits are not listed in these tables
# SV40 large T antigen: SV40 large T antigen inhibitors, biochemical (AID 1903). SV40 large T antigen ATPase/helicase inhibition assay; higher % means a stronger effect. inhibition, % at 20 µM, or IC50 in µM where a hit was titrated. 310,000 tested, 0.39% active; in the data active means a potency from the dose series; further: strong numbers were not always called active
# An asterisk follows results filed as active; / = not tested or not shown; & = joins results of further samples; [ ] = remark or other dose. Unless noted, no stated cut-off is given here; in the data, active means inhibition above about 50%; inactive means the rest. Not all compounds are listed, so the mix of outcomes need not match the whole.
SMILES,NOD1 inhibition,KOR beta-arrestin-1,Rac1 GTP hydrolysis,HIV fusion peptide,GPR55 LPI antagonism,KOR beta-arrestin-2,GPR55 activation,NOD2 inhibition,SV40 large T antigen
CCCCCC(=O)NC(Nc1ccc(S(N)(=O)=O)cc1)C(Cl)(Cl)Cl (configuration not stated),14%,16%,4%,1.9%,2%,3.0%,-0.6%,2%,16%
COc1ccccc1N(CC(=O)Nc1c(C)cccc1C)S(C)(=O)=O,-27%,-8%,7%,3.4%,5%,0.9%,0.7%,4%,5%
CCCCOC(=O)C(C)Nc1n[nH]c(=S)[nH]c1=O (configuration not stated),19%,-11%,/,0.0%,4%,4.5%,-0.1%,2%,17%
Cc1nn(Cc2ccccc2)c2c1C(c1cccc(Cl)c1)C(C#N)=C(N)O2 (configuration not stated),9%,-10%,15%,-1.6%,5%,-7.3%,-0.1%,-5%,27%
C=CCn1c(SCC(=O)NC(=O)NCc2ccco2)nc2sc(C)c(C)c2c1=O,-7%,-5%,-7%,2.1%,0%,22%,-0.2%,9%,23%
COc1ccc(OC)c(S(=O)(=O)N2CCCC(C(=O)NCCc3ccccc3)C2)c1 (configuration not stated),-42%,5%,6%,-0.1%,10%,-5.4%,-0.1%,-4%,11%
O=C(NCCCCc1ccccc1)c1ccccc1,-26%,-26%,5%,0.2%,10%,-1.5%,0.5%,-23%,11%
COc1ccccc1Cn1c(=S)[nH]c2ccc(Br)cc2c1=O,-11%,-8%,9%,2.3%,1%,-2.3%,0.0%,15%,2%
CN1C(=O)C(C)(C)c2cc(S(=O)(=O)NCc3ccc(Cl)cc3)ccc21,-5%,6%[20 µM],10%,-1.1%,7%,-6.4%,-0.3%,11%,/
COc1ccc(C(=O)N2CCC(C(=O)Nc3cccc(C)c3)CC2)cc1OC,-14%,13%,3%,-1.0%,-2%,6.0%,0.1%,6%,5%
CC(C1CC1)N(C(=O)c1ccccc1O)c1ccccc1 (configuration not stated),-2%,-32%,7%,-0.5%,-8%,-4.0%,0.2%,8%,-2%
Cc1c(C)n(Cc2ccc(F)cc2)c2ccc(C(=O)NCCCN3CCOCC3)cc12,-1%,10%,8%,-1.1%,-2%,4.3%,-0.1%,14%,3%
COCc1ccc(CN2CCCCC2C(=O)Nc2ccc(Oc3ccccc3)nc2)o1 (configuration not stated),-19%,8%,1%,0.3%,5%,-7.1%,-0.1%,-3%,23%
C/C(=N\Nc1ncc(Cl)cc1Cl)c1ccccn1,103%*,3.5µM*,-1%,36%,25%,-8.5%,0.2%,35%,1%
COc1cc2c(C(=O)N3CCN(C)CC3)c(CSc3ccccc3)n(C)c2cc1Br,-5%,-3%,2%,1.3%,15%,-0.4%,0.3%,13%,9%
Cc1ccc(C(C)C)c(OCCNCc2ccccc2)c1,-13%,-41%[20 µM],28%,0.0%,4%,/,-0.3%,-2%,2%
Cc1ccnc(NS(=O)(=O)c2ccc(NC(=O)C3CCCCC3)cc2)n1,-6%,-20%,1%,2.3%,-3%,-7.3%,-0.2%,19%,-5%
CSc1ccccc1NC(=O)Cn1ccsc1=N,-18%,7%,5%,0.1%,5%,-2.0%,-0.2%,12%,15%
COCc1ccc(O)c2ncccc12,-24%,-71%,13%,0.7%,3%,2.7%,-0.1%,4%,14%
CC1(C)CC(=O)c2c(oc3ccc(NS(=O)(=O)c4cccc5cccnc45)cc23)C1,9%,-19%,-9%,0.0%,11%,-3.1%,0.1%,16%,9%
O=C(NC1CCCC1)C(=O)N(Cc1cccnc1)C(C(=O)NCc1ccco1)c1ccccc1F (configuration not stated),-38%,2%,11%,-1.0%,10%,-4.1%,-0.1%,4%,/
CN(C)c1nc(SCC#N)nc(N(C)C)n1,-13%,-46%,8%,1.2%,-6%,2.2%,-0.2%,24%,-3%
COc1ccc(COC(=O)N/N=C(\C)CC(=O)Nc2ccc(Cl)cn2)cc1,-10%,18%,/,-2.0%,4%,9.8%,-0.1%,2%,13%
O=C(NCCCN1CCOCC1)c1cccc(S(=O)(=O)Nc2cc(Cl)ccc2Cl)c1,-34%,-8%,-4%,0.1%,15%,-2.8%,0.0%,19%,7%
COc1cc(C(=O)OC(C)CN2CCOCC2)cc(OC)c1OC (configuration not stated),-20%&-1%,-3%&12%,10%&3%,1.6%&2.3%,4%&3%,0.1%&4.7%,-0.4%&0.0%,4%&14%,7%&4%
CCCCn1c(N)c(N(CC)C(=O)c2cc(C)cc(C)c2)c(=O)[nH]c1=O,3%,-3%,3%,-1.1%,16%,-0.9%,-0.1%,10%,4%
CCOc1ccc(S(=O)(=O)N2CCC(c3ccccc3)CC2)cc1C(=O)O,-3%,33%,-4%,-1.8%,8%,-4.5%,0.2%,2%,5%
CCN1C=CC(=C2C(=O)c3ccccc3C2=O)C=C1,90%*,-20%,6%,0.1%,-22%,3.4%,-0.1%,54%*,9%
O=C(OCc1ccccc1)Oc1cncc(C(=O)O)c1,-9%,9%,14%,0.5%,9%,1.6%,0.2%,7%,8%
O=C(NCc1cccs1)C1CCN(S(=O)(=O)c2ccc(Br)s2)CC1,-34%,25%,3%,-0.6%,3%,-1.7%,-0.1%,-1%,10%
O=c1[nH]c2ccccc2c2cn(-c3ccccc3)nc12,-43%,-1%,13%,-0.7%,4%,1.3%,-0.2%,-47%,11%
CCc1ccc(N2CC(C(=O)Nc3nc4ccc(S(C)(=O)=O)cc4s3)CC2=O)cc1 (configuration not stated),0%,0%,7%,0.8%,2%,-0.5%,0.0%,-7%,13%
CSc1nc(C)cc(Oc2ccc(=O)n(C)n2)n1,4%,6%,4%,-1.2%,5%,-4.4%,0.2%,-7%,6%
COc1ccc(C(C)=O)cc1CN1CCCCC1,23%,-1%,2%,0.9%,3%,-3.9%,0.8%,-14%,-72%
CC(CNC(=O)c1cc(COc2c(F)cccc2F)on1)c1ccccc1 (configuration not stated),-29%,-8%,6%,-0.9%,9%,1.2%,-0.1%,13%,15%
O=c1c2ccccc2n(Cc2cccc(F)c2)c(=O)n1C1CCCC1,5%,37%,0%,-1.1%,20%,6.7%,0.0%,7%,13%
COc1ccc(C(=O)CSc2nc(N)nc(SC)c2C#N)cc1,8%,-16%,2%,-2.2%,-3%,/,-0.2%,12%,1%
O=C(O)c1cc(-c2ccccc2)nc2nc(N3CCCCC3)sc12,-9%,6%[20 µM],/,4.8%,5%,-6.6%,-0.1%,1%,9%
Cc1nn(-c2cccc3cccnc23)c(=O)c2ccccc12,-6%,2%,-2%,0.5%,1%,0.5%,0.2%,-6%,-1%
C=CCn1c(=NC(=O)C2COc3ccccc3O2)sc2cc(S(N)(=O)=O)ccc21 (configuration not stated),-18%,-18%,0%,23%,17%,0.3%,-0.2%,24%,8%
Cc1cc(OCCNCCO)cc(C)c1Cl,8%,-38%,10%,-0.1%,25%,1.6%,0.2%,21%,-3%
COc1ccccc1C(=O)NN1C(=O)/C(=C/c2cccn2C)SC1=S,13%,10%,/,11%,2%,0.8%,-0.1%,12%,/
CCn1c(C)nnc1SCC(=O)Nc1ccccc1OC,-4%,-11%[20 µM],8%,0.9%,-2%,3.2%,-0.2%,8%,4%
COc1cc(NC(=O)COc2ccccc2)ccc1NC(=O)c1ccco1,-29%,-42%,5%,-0.4%,-5%,-0.7%,0.2%,8%,2%
c1csc(-c2nc3ccccn3c2NC2CCCCC2)c1,-40%,2%,17%,6.8%,3%,0.2%,0.2%,10%,20%
CCn1ccnc1CN(C)Cc1cn[nH]c1-c1ccc(F)cc1F,38%,1%[20 µM],3%,-0.7%,-6%,/,-0.1%,43%,20%
CCc1cccc(OCCN2CCCC2)c1,-13%,-1%,20%,-1.7%,10%,5.0%,-0.8%,10%,10%
O=C(CCn1c(=S)[nH]c2ccccc2c1=O)NCCCN1CCCC1=O,-3%,8%,-13%,-3.9%,11%,4.2%,-0.1%,11%,9%
CC(Oc1ccc(-c2nccc(-c3ccccn3)n2)cc1)C(=O)NN (configuration not stated),/,-10%,9%,-3.9%,12%,-0.1%,-0.2%,-14%,-1%
O=C(COC(=O)C1=COCCO1)NC(=O)c1ccc(OC(F)F)cc1,-25%,17%,6%,0.4%,2%,-4.9%,-0.6%,13%,21%
CSc1cccc(NC(=S)N(Cc2ccccc2)Cc2cccnc2)c1,-4%,-4%,6%,-1.9%,6%,9.5%,0.5%,10%,6%
COc1ccc(NC(=O)CCN2C(=O)/C(=C/c3ccc4c(c3)OCO4)SC2=S)cc1,2%,12%,-8%,6.1%,4%,-3.7%,-0.1%,7%,16%
CN1CCC(N(C)C(=O)/C(C#N)=C/c2ccccc2)CC1,-9%,3%,12%,-0.5%,6%,3.4%,0.9%,-9%,-15%
O=C(O)/C=C/C(=O)Nc1ccc(-c2ccccc2)cc1,-1%&-19%,-5%&16%,8%,-0.5%&-1.1%,6%&9%,0.8%&-3.5%,-0.1%&0.2%,-5%&-36%,17%&14%

# Reprinted at random: 7 entries already listed
SMILES,NOD1 inhibition,KOR beta-arrestin-1,Rac1 GTP hydrolysis,HIV fusion peptide,GPR55 LPI antagonism,KOR beta-arrestin-2,GPR55 activation,NOD2 inhibition,SV40 large T antigen
CCc1cccc(OCCN2CCCC2)c1,-13%,-1%,20%,-1.7%,10%,5.0%,-0.8%,10%,10%
O=C(O)/C=C/C(=O)Nc1ccc(-c2ccccc2)cc1,-1%&-19%,-5%&16%,8%,-0.5%&-1.1%,6%&9%,0.8%&-3.5%,-0.1%&0.2%,-5%&-36%,17%&14%
O=C(CCn1c(=S)[nH]c2ccccc2c1=O)NCCCN1CCCC1=O,-3%,8%,-13%,-3.9%,11%,4.2%,-0.1%,11%,9%
O=C(COC(=O)C1=COCCO1)NC(=O)c1ccc(OC(F)F)cc1,-25%,17%,6%,0.4%,2%,-4.9%,-0.6%,13%,21%
CCn1ccnc1CN(C)Cc1cn[nH]c1-c1ccc(F)cc1F,38%,1%[20 µM],3%,-0.7%,-6%,/,-0.1%,43%,20%
COc1ccc(NC(=O)CCN2C(=O)/C(=C/c3ccc4c(c3)OCO4)SC2=S)cc1,2%,12%,-8%,6.1%,4%,-3.7%,-0.1%,7%,16%
CSc1cccc(NC(=S)N(Cc2ccccc2)Cc2cccnc2)c1,-4%,-4%,6%,-1.9%,6%,9.5%,0.5%,10%,6%

# Source: PubChem BioAssay
